mut p53 react = mutant p53 pathway reactivation. SW480 PUMA-promoter luciferase. activation, % at 9.98 µM. 28,000 compounds, 1.5% hits. AID 624151; in the data active = activation above about 52%
STK33 inh = inhibitors of human STK33 kinase; Q9BYT3; ADP-Glo luminescence, MBP substrate; inhibition, % at 12.5 µM; 27,000 compounds, 0.44% hits; in the data active = inhibition above about 20%
Target sequence (Q9BYT3 whole entry, looked up): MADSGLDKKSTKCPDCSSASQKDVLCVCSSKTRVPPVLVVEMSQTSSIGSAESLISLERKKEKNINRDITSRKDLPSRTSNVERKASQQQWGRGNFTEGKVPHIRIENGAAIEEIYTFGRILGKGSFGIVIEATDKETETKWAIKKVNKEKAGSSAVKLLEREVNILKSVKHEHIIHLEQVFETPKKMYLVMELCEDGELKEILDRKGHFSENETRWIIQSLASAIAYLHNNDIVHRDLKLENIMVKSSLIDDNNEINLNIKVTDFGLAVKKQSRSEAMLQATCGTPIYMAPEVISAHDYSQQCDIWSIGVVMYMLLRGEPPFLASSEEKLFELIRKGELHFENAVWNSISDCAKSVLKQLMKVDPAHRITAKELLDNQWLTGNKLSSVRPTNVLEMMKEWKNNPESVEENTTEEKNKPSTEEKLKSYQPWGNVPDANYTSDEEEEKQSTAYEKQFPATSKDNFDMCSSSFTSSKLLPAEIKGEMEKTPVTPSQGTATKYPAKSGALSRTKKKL
* marks the source's active call; other numbers are inactive results; x = not tested or not shown. Some of the compounds tested; count on the stated rates, not on these rows.

SMILES | mut p53 react | STK33 inh
C[C@H]1CN([C@@H](C)CO)C(=O)CCCn2cc(nn2)CO[C@H]1CN(C)C(=O)Nc1ccccc1C(F)(F)F | 5.2 | 2.4
C=CCn1c2ccccc2c2nnc(SCc3ccc([N+](=O)[O-])cc3)nc21 | -6.1 | 3.2
COc1ccc(S(=O)(=O)Nc2c(C)nc3nc[nH]n3c2=O)cc1 | 8.3 | -3.8
COc1ccc(CN(C)C[C@@H]2Oc3c(NS(=O)(=O)c4cccs4)cccc3C(=O)N([C@@H](C)CO)C[C@@H]2C)cc1 | 7.9 | x
Cc1ccc(S(=O)(=O)Nc2ccc3c(c2)C(=O)N([C@@H](C)CO)C[C@H](C)[C@@H](CN(C)S(=O)(=O)c2ccc(C)cc2)O3)cc1 | x | 2.1
O=C(O)CCc1nc2c3c4c(sc3ncn2n1)CCCC4 | 1.6 | 0.9
Cc1ccc(Cl)c(OCC(=O)Nc2sc(C)c(C)c2C(N)=O)c1 | 9.2 | -0.4
C[C@H](CO)N1C[C@H](C)[C@@H](CN(C)Cc2ccncc2)Oc2ccc(NC(=O)Nc3ccc(F)cc3)cc2C1=O | 5.8 | x
Cc1noc(C)c1S(=O)(=O)Nc1ccc2c(c1)C(=O)N([C@@H](C)CO)C[C@H](C)[C@H](CN(C)C(=O)CCC(F)(F)F)OCCCC[C@H](C)O2 | 1.9 | x
CNC[C@H]1Oc2ccc(NC(=O)Nc3ccc4c(c3)OCO4)cc2C(=O)N([C@H](C)CO)C[C@@H]1C | -3.5 | x
Cc1ccccc1NC(=O)CC(C(=O)O)N1CCOCC1 (configuration not stated) | -9.8 | 2.8
CN(C)CC(=O)Nc1ccc2c(c1)[C@H]1C[C@H](CC(=O)NCc3ccccc3)O[C@H](CO)[C@H]1O2 | -5.5 | x
COc1ccc(C)cc1NC(=O)CN(c1cccc(F)c1)S(C)(=O)=O | -6.7 | 0.7
Cc1noc(C)c1S(=O)(=O)N(C)C[C@H]1Oc2ccc(NS(=O)(=O)c3ccc(Cl)cc3)cc2CC(=O)N([C@@H](C)CO)C[C@@H]1C | x | 1.4
COc1ccc(NC(=O)Nc2ccc3c(c2)CC(=O)N([C@H](C)CO)C[C@@H](C)[C@@H](CN(C)CC2CC2)O3)cc1 | x | 2.1
Cc1noc(C)c1S(=O)(=O)N(C)C[C@@H]1Oc2ccc(NS(=O)(=O)c3ccc(F)cc3)cc2CC(=O)N([C@@H](C)CO)C[C@@H]1C | 10.8 | -1.4
C[C@@H]1CN([C@@H](C)CO)C(=O)c2cc(NC(=O)Cc3cn(C)c4ccccc34)ccc2O[C@@H]1CN(C)S(C)(=O)=O | x | -1.0
COCCCN1C(=O)c2oc3ccc(Br)cc3c(=O)c2C1c1cccc([N+](=O)[O-])c1 (configuration not stated) | 2.2 | 1.3
C[C@H]1CN([C@@H](C)CO)C(=O)c2cc(NC(=O)Cc3cn(C)c4ccccc34)ccc2O[C@H]1CN(C)Cc1ccc(Oc2ccccc2)cc1 | x | 2.2
COc1ccccc1CNC(=O)C[C@H]1C[C@H]2c3cc(NS(C)(=O)=O)ccc3O[C@H]2[C@H](CO)O1 | 3.6 | x
CC(C)NC(=O)N(C)C[C@H]1OCCCC[C@H](C)Oc2ccc(NC(=O)CCCN(C)C)cc2C(=O)N([C@H](C)CO)C[C@@H]1C | -2.4 | x
CN(C)c1nc(OCCNC(=O)Nc2ccc(Cl)cc2)nc(N(C)C)n1 | 12.7 | -2.4
CNC[C@@H]1Oc2c(NC(=O)Nc3ccc(C(F)(F)F)cc3)cccc2C(=O)N([C@@H](C)CO)C[C@@H]1C | 3.9 | x
CO[C@H](CCO)[C@H](O)c1ccc(O)c(F)c1 | x | -1.0
Cn1c(SCC(=O)Nc2ccc(I)cc2)nnc1-c1cc2ccccc2o1 | 2.2 | 4.1

Given with tabs: part of the list above.
smiles	mut p53 react	STK33 inh
C[C@H](CO)N1C[C@H](C)[C@@H](CN(C)Cc2ccncc2)Oc2ccc(NC(=O)Nc3ccc(F)cc3)cc2C1=O	5.8	x
Cc1noc(C)c1S(=O)(=O)Nc1ccc2c(c1)C(=O)N([C@@H](C)CO)C[C@H](C)[C@H](CN(C)C(=O)CCC(F)(F)F)OCCCC[C@H](C)O2	1.9	x

The listing continues:
SMILES | mut p53 react | STK33 inh
CC1OC(O[C@H]2CC[C@@]3(C)C(CC[C@]4(C)C3CC=C3C5CC(C)(C)CC[C@]5(C(=O)OC5OC(CO)C(OC6OC(CO)C(O)C(O)C6O)C(O)C5O)CC[C@]34C)C2(C)C)C(O)C(O)C1OC1OCC(O)(COC2OCC(O)C(OC3OCC(OC4OCC(O)(CO)C4O)C(O)C3O)C2O)C1O (some centres not stated) | 5.9 | -4.0
CCc1ccc(CCC(=O)Nc2ccc(C)c(C)c2)o1 | 71.1* | 4.7
CC(C)NC(=O)Nc1ccc2c(c1)C(=O)N([C@H](C)CO)C[C@@H](C)[C@@H](CN(C)C(=O)Nc1ccccc1)OCCCC[C@@H](C)O2 | 1.5 | x
O=C(C[C@@H]1C[C@H]2c3cc(NC(=O)C4CCC4)ccc3O[C@H]2[C@H](CO)O1)NCc1ccc2c(c1)OCO2 | 7.5 | x
COc1ccc(S(=O)(=O)Nc2ccc3c(c2)C(=O)N([C@H](C)CO)C[C@H](C)[C@@H](CN(C)CC2CCCCC2)OCCCC[C@@H](C)O3)cc1 | x | -1.4
COc1ccc(CCNC(=O)c2nn3c(C(F)(F)F)cc(-c4ccccc4)nc3c2Cl)cc1OC | -2.0 | 1.7
CCNc1nc(SCC(N)=O)nc(N2CCOCC2)n1 | 3.3 | -2.3
C[C@H]1CN([C@@H](C)CO)C(=O)Cc2cc(NS(=O)(=O)c3ccc(F)cc3)ccc2O[C@H]1CN(C)C(=O)NC1CCCCC1 | x | -1.4
COc1ccc(NC(=O)Nc2ccc3c(c2)C(=O)N([C@H](C)CO)C[C@@H](C)[C@@H](CN(C)S(=O)(=O)c2cccs2)O3)cc1 | 3.2 | x
C[C@@H]1CN([C@@H](C)CO)C(=O)c2cc(NC(=O)Nc3ccc(F)cc3)ccc2O[C@H]1CN(C)C(=O)Nc1ccc(C(F)(F)F)cc1 | x | -1.7
C[C@@H]1CN([C@H](C)CO)C(=O)c2cc(NC(=O)c3ccccc3)ccc2O[C@@H](C)CCCCO[C@H]1CN(C)S(=O)(=O)c1cn(C)cn1 | -6.9 | x
O=c1c(OC2OC(CO)C(O)C(O)C2OC2OC(CO)C(O)C(O)C2O)c(-c2ccc(O)cc2)oc2cc(O)cc(O)c12 (configuration not stated) | 4.8 | -0.9
CS(=O)(=O)N(CC(=O)Nc1ccc(F)c(F)c1)c1cccc(Cl)c1 | 6.2 | -3.0
COC(=O)C1=CO[C@@H](O[C@@H]2O[C@H](CO)[C@@H](O)[C@H](O)[C@H]2O)[C@@H]2[C@@](C)(O)[C@@H](OC(=O)/C=C/c3ccc(OC)c(OC)c3)C[C@]12O | 9.4 | 2.0
O=S(=O)(c1ccccc1)c1nc(-c2ccccc2Cl)oc1NCCN1CCOCC1 | -0.9 | 4.4
Cc1ccc(C)c(NC(=O)Cn2cc(C(=O)C3CC3)c3ccccc32)c1 | -1.2 | 0.7
CNC[C@@H]1Oc2ccc(NC(=O)Nc3ccc(OC)cc3)cc2C(=O)N([C@H](C)CO)C[C@H]1C | -12.3 | x
CC(C)NC(=O)N(C)C[C@@H]1OCCCC[C@@H](C)Oc2ccc(NC(=O)Nc3ccc(F)cc3)cc2C(=O)N([C@@H](C)CO)C[C@H]1C | 1.3 | x
Oc1c(Cl)cc(Cl)c(Cl)c1Cc1c(O)c(Cl)cc(Cl)c1Cl | x | 0.9
CN(C)CC/C=C1\c2ccccc2CSc2ccccc21 | -3.7 | -0.5
Cc1noc(C)c1S(=O)(=O)Nc1ccc2c(c1)CC(=O)N([C@@H](C)CO)C[C@H](C)[C@@H](CN(C)C(=O)Nc1ccc3c(c1)OCO3)O2 | x | -2.8
CC1=C(CCC2=CC(=O)OC2O)[C@@]2(C)CCC[C@]3(C)C(=O)OC(C1=O)[C@@H]32 (some centres not stated) | 1.2 | -0.7
COc1cccc(NC(=O)C(C)NS(=O)(=O)c2ccc(Cl)cc2)c1 (configuration not stated) | -5.2 | -2.2
COc1ccc(NC(=O)Nc2ccc3c(c2)[C@@H]2C[C@H](CC(=O)N4CCOCC4)O[C@@H](CO)[C@@H]2O3)cc1 | 11.8 | x
CC1(C)CC(=O)C2=C(C1)N(Cc1ccco1)C(=O)C2(NC(=O)c1ccc(Cl)cc1Cl)C(F)(F)F (configuration not stated) | -5.4 | 3.4

Whole records from above. Values in the order: mut p53 react | STK33 inh
CNC[C@@H]1Oc2ccc(NC(=O)Nc3ccc(OC)cc3)cc2C(=O)N([C@H](C)CO)C[C@H]1C reads -12.3 | x
C=CCn1c2ccccc2c2nnc(SCc3ccc([N+](=O)[O-])cc3)nc21 reads -6.1 | 3.2
CS(=O)(=O)N(CC(=O)Nc1ccc(F)c(F)c1)c1cccc(Cl)c1 reads 6.2 | -3.0
O=c1c(OC2OC(CO)C(O)C(O)C2OC2OC(CO)C(O)C(O)C2O)c(-c2ccc(O)cc2)oc2cc(O)cc(O)c12 (configuration not stated) reads 4.8 | -0.9

Following part:
SMILES | mut p53 react | STK33 inh
C[C@@H]1CCCCO[C@H](CN(C)C(=O)NC2CCCCC2)[C@@H](C)CN([C@H](C)CO)C(=O)c2cc(NC(=O)Nc3ccc(C(F)(F)F)cc3)ccc2O1 | x | 4.1
CCN(CC(=O)Nc1cccc(OC)c1)S(=O)(=O)c1ccc(Cl)cc1 | -9.4 | -1.7
C[C@@H]1CCCCO[C@@H](CN(C)Cc2ccccc2)[C@@H](C)CN([C@H](C)CO)C(=O)c2cc(NC(=O)CCCN(C)C)ccc2O1 | 0.1 | 1.9
O=C(CN1C(=O)c2ccccc2S1(=O)=O)Nc1ccc(F)c(F)c1 | -28.1 | -4.1
Cc1cc(C)cc(N2C(=O)CC(SCC(=O)Nc3ccc(Br)cc3)C2=O)c1 (configuration not stated) | -0.1 | -2.8
C[C@H](CO)N1C[C@H](C)[C@H](CN(C)S(=O)(=O)c2ccccc2)Oc2ccc(NS(=O)(=O)c3cn(C)cn3)cc2C1=O | x | -1.8
CNC[C@H]1Oc2c(NC(=O)C3CCOCC3)cccc2C(=O)N([C@@H](C)CO)C[C@H]1C | 6.7 | x
CC(=O)Nc1cccc(OC(=O)c2ccoc2C)c1 | -8.4 | x
Cc1ccc(NC(=O)c2ccc(NCc3ccco3)c([N+](=O)[O-])c2)cc1Cl | -25.0 | -2.1
COc1ccc(S(=O)(=O)Nc2cccc3c2O[C@@H](CN(C)Cc2ccc(Oc4ccccc4)cc2)[C@@H](C)CN([C@@H](C)CO)C3=O)cc1 | 9.1 | x
C[C@@H]1CCCCO[C@H](CN(C)Cc2ccc(C(F)(F)F)cc2)[C@@H](C)CN([C@H](C)CO)C(=O)c2cc(N(C)C)ccc2O1 | x | -2.0
C[C@H](CO)N1C[C@H](C)[C@@H](CN(C)C(=O)c2ccccc2)OCCCC[C@H](C)Oc2ccc(NS(C)(=O)=O)cc2C1=O | -1.7 | x
Cc1noc(C)c1S(=O)(=O)Nc1cccc2c1O[C@H](CN(C)Cc1ccc(Oc3ccccc3)cc1)[C@H](C)CN([C@@H](C)CO)C2=O | 0.2 | x
Cc1noc(C)c1S(=O)(=O)Nc1cccc2c1O[C@@H](CN(C)Cc1ccc3c(c1)OCO3)[C@@H](C)CN([C@@H](C)CO)C2=O | 4.0 | x
CCOC(=O)N(C)C[C@H]1OCc2cnnn2CCCC(=O)N([C@@H](C)CO)C[C@@H]1C | x | -3.2
C[C@H](CO)N1C[C@H](C)[C@H](CN(C)Cc2ccncc2)Oc2ccc(NC(=O)CCN3CCOCC3)cc2CC1=O | 15.1 | -6.6
C[C@@H]1CCCCO[C@H](CN(C)C)[C@@H](C)CN([C@H](C)CO)C(=O)c2cc(NC(=O)CCCN(C)C)ccc2O1 | 5.2 | -0.4
C[C@H]1CN([C@@H](C)CO)C(=O)CCCn2cc(nn2)CO[C@@H]1CN(C)S(=O)(=O)c1ccc(Oc2ccccc2)cc1 | -8.7 | -0.6
COc1ccc(NC(=O)Nc2ccc3c(c2)CC(=O)N([C@@H](C)CO)C[C@H](C)[C@@H](CN(C)Cc2ccncc2)O3)cc1 | 8.7 | x
C[C@@H]1CN([C@H](C)CO)C(=O)Cc2cc(NS(C)(=O)=O)ccc2O[C@H]1CN(C)Cc1ccc2c(c1)OCO2 | x | 0.7
CC(=O)N(C)C[C@H]1Oc2cc(C#CCN(C)C)ccc2S(=O)(=O)N([C@H](C)CO)C[C@@H]1C | 2.9 | x
CC(C)NC(=O)N(C)C[C@@H]1Oc2ccc(NS(=O)(=O)c3ccc(F)cc3)cc2C(=O)N([C@@H](C)CO)C[C@@H]1C | x | -0.7
Cc1cc(O)cc(Oc2cc(C)cc(O)c2O)c1 | -3.7 | 5.3
COc1ccc(C)cc1NC(=O)CN(c1cc(Cl)c(Cl)cc1Cl)S(C)(=O)=O | -8.1 | 4.2
COc1ccc(OC)c(S(=O)(=O)Nc2cccnc2)c1 | -3.9 | 4.1
SMILES | mut p53 react | STK33 inh
COc1ccc(NC(=O)CSc2nc(O)cc(=O)n2-c2ccccc2)cc1 | 5.0 | 0.8
C[C@@H]1CN([C@@H](C)CO)C(=O)c2cccc(NC(=O)NC3CCCCC3)c2O[C@@H]1CN(C)C(=O)Nc1ccc(C(F)(F)F)cc1 | -26.7 | x
Cc1c(Cl)cccc1NC(=O)CN(c1ccc2c(c1)OCCO2)S(C)(=O)=O | -11.7 | 3.8
Cc1noc(C)c1S(=O)(=O)N(C)C[C@H]1Oc2c(NC(=O)c3cnccn3)cccc2C(=O)N([C@H](C)CO)C[C@H]1C | -6.7 | x
C/C=C/c1ccc2c(c1)O[C@@H](CN(C)Cc1ccc(F)cc1)[C@H](C)CN([C@H](C)CO)S2(=O)=O | -45.4 | x
O=C(Nc1ccccc1C(=O)NCCN1CCOCC1)c1ccco1 | -8.6 | 2.1

Fetched by compound from above:
SMILES | mut p53 react | STK33 inh
C[C@@H]1CN([C@@H](C)CO)C(=O)c2cccc(NC(=O)NC3CCCCC3)c2O[C@@H]1CN(C)C(=O)Nc1ccc(C(F)(F)F)cc1 | -26.7 | x
O=C(Nc1ccccc1C(=O)NCCN1CCOCC1)c1ccco1 | -8.6 | 2.1
